High-throughput results from PubChem.
GAA glycogen mod – alters human alpha-glucosidase cleavage of glycogen; P10253; recombinant GAA, glycogen substrate, Amplex Red glucose oxidase fluorescence; Potency, µM (doses to about 76.4 µM), inactives show top-dose activity change, negative = inhibition, usual class: inhibitors; 300,000 compounds, 0.38% hits;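 also: 0% = full enzyme reaction and -100% = no-enzyme basal signal; the screen sought inhibitors and activators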
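Natural-substrate format: glycogen cleavage by 4 nM human enzyme, glucose read by Amplex Red coupling (Ex 573, Em 610 nm). Normalized to enzyme and no-enzyme controls.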
JMJD2E inh – inhibitors of human JMJD2E histone demethylase; B2RXH2; JMJD2E catalytic domain, FDH-coupled NADH fluorescence (FDH is formaldehyde dehydrogenase); Potency, µM (doses to about 57.1 µM), inactives show at the top dose activity change, negative = inhibition, usual class: inhibitors; 230,000 compounds, 1.6% hits; active = well fitted inhibition curve with a large enough effect, not every such curve was filed as active; inconclusive = small, poorly fitted or top-dose-only effect, or another doubt; inactive = no such curve, though single readings can be large or run the other way;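 also: 0% = wells with enzyme and -100% = buffer wells without enzyme; nearly all actives have a fitted effect of over 50% in size; many of its hits are not listed in these tables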
aGal spleen mod – alpha-galactosidase A (human) modulation | human spleen homogenate, 4MU-alpha-Gal fluorescence, 40 min | Potency, µM (titrated, usually from 80 µM), for inactives: at the top dose activity change, negative = inhibition, usual class: inhibitors | 240,000 compounds, 0.008% hits | AID 2107;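 also: 0% = enzyme with vehicle and -100% = no enzyme basal signal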
Target sequence (P06280 32-429 limits assumed): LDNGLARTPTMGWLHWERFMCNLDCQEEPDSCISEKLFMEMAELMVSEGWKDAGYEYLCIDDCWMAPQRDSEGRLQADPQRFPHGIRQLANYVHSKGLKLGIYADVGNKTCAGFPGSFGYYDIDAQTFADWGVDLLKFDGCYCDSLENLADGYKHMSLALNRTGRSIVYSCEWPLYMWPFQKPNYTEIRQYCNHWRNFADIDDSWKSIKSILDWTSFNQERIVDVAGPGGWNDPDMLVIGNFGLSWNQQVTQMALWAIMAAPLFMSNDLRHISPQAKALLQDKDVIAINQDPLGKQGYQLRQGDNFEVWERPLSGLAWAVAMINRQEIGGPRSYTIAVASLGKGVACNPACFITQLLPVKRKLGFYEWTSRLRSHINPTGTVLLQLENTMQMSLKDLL
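Spleen homogenate 1 ug + cpd (titration) + 4-MU-alpha-D-galactopyranoside 1 mM; 37C 40 min; 50 mM citrate/phosphate pH 5.0, 0.01% Tween-20; stop pH 10; fluorescence 365/440; AC50 via Hill.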
GAA inhib – blocks human lysosomal alpha-glucosidase; purified human GAA, 4-MU-alpha-glucoside fluorescence; P10253; 200,000 compounds, 0.005% hits; AID 1466; Potency, µM (series often up to 76.9 µM), for inactives: at the highest dose activity change, negative = inhibition, most hits filed as inhibitors;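 also: plate controls were uninhibited enzyme wells for no effect and no-enzyme background for full effect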
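Human alpha-glucosidase, 4 nM, pre-mixed with test compounds before 400 uM 4-methylumbelliferyl substrate; 20 min room temperature at pH 5.0. Fluorescence read after pH 10 stop; AC50 values from Hill-equation fits.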
aGlu spleen mod – lysosomal alpha-glucosidase (human) modulation; P10253; human spleen homogenate, 4-MU-alpha-glucoside fluorescence; Potency, µM (titrated, usually from 79.9 µM), for inactives: at the top dose activity change, negative = inhibition, most hits filed as inhibitors; 240,000 compounds, 0.006% hits; AID 2112;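 also: 0% = enzyme with vehicle and -100% = no enzyme basal signal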
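Compounds were titrated against alpha-glucosidase in spleen homogenate at pH 5.0, with 1 mM 4-methylumbelliferyl substrate for 40 min at 37 C. Reactions were quenched with pH 10 NaOH/glycine and fluorescence measured.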
SMN2 splice up – enhancers of SMN2 splice variant expression; HEK293 SMN2-luciferase splicing reporter, luminescence, 30-36 h; Potency, µM (doses to about 46.1 µM), for the others: at the highest dose activity change, positive = activation, usual class: activators; 210,000 compounds, 2.8% hits; AID 1458; also: % of control where 0% means no effect; nearly all actives have a fitted effect of over 55% in size
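qHTS luciferase splicing reporter: luminescence rises when SMN2 exon 7 is included in transfected HEK293 cells. Compound exposure lasted 30-36 h at 37C, with 4.5 mM final sodium butyrate as control, followed by a ONE-Glo read.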
ALDH1A1 block – ALDH1A1 (human) enzyme inhibition. P00352. Purified ALDH1A1, NADH fluorescence, propionaldehyde substrate. Potency, µM (highest dose often 75.3 µM), for the others: at the top dose activity, negative = inhibition, usual class: inhibitors. 220,000 compounds, 7.3% hits; active = well fitted inhibition curve with a large enough effect, not every such curve was filed as active; inconclusive = small, poorly fitted or top-dose-only effect, or another doubt; inactive = no such curve, though single readings can be large or run the other way;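 also: plate controls were no enzyme wells and a reference inhibitor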
Target sequence (P00352 whole entry, looked up): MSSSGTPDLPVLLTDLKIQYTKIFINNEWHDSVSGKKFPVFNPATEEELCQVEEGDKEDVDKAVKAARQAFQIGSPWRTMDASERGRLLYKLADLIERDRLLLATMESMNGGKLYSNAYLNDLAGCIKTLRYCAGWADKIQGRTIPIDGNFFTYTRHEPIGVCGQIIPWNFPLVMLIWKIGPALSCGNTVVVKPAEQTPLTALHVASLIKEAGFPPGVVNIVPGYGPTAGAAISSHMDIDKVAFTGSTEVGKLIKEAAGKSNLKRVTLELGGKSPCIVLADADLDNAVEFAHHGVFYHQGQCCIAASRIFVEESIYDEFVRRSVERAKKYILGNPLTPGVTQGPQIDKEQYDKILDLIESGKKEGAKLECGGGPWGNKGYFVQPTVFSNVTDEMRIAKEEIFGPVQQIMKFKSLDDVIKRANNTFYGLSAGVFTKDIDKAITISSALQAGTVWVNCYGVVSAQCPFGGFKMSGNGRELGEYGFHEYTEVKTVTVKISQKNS
GoLoco inh red – blocks human Gai1 binding to RGS12 GoLoco peptide, red readout; Potency, µM (doses to about 61.6 µM), for the others: at the highest dose activity, negative = inhibition, usual class: inhibitors; 230,000 compounds, 0.44% hits; Gai1:RGS12 GoLoco peptide FP, rhodamine, 10 min; active = well fitted inhibition curve with a large enough effect, not every such curve was filed as active; inactive = no such curve, though single readings can be large or run the other way; also: % is scaled to controls: 0 for no effect and ±100 for the full control effect; nearly all actives have a fitted effect of over 30% in size; many of its hits are not listed in these tables
* marks the source's active call; other numbers are inactive results; ? = inconclusive; · = not tested or not shown; & = joins results of further samples; [ ] = remark or other dose. Unless noted, calls follow the shape of the dose curve; as a rule, active = well fitted curve in the direction sought with a large enough effect; inconclusive = small, poorly fitted or top-dose-only effect, or another doubt; inactive = no such curve, though single readings can be large; an effect the other way counts as inactive or inconclusive. Potency is read from the fitted curve at half-maximal effect.

SMILES	GAA glycogen mod	JMJD2E inh	aGal spleen mod	GAA inhib	aGlu spleen mod	SMN2 splice up	ALDH1A1 block	GoLoco inh red
O=C(NCCCN1CCCC1=O)c1nnc(Cc2c(F)cccc2Cl)o1	4.4%	?	-0.1%	-5.2%	-0.7%	?	?	-2.2%
Cc1ccc(Cn2cnc3ccccc32)cc1	1.8%	3.8%	4.6%	-7.8%	-1.8%	-49.5%[inhibitor]	5.2%	8.0%
CCc1nc(SCc2ccc(F)cc2)n[nH]1	0.7%	-2.8%	0.9%	7.4%	-0.1%	20.1%	0.0%	2.5%
COc1ccccc1NCCC(=O)O	-3.7%	5.9%	-0.6%	·	1.3%	·	·	0.4%
CCC(C)NS(=O)(=O)c1ccc(OCC(=O)NCC2CCCO2)cc1 (stereo not given)	-6.2%	3.1%	7.3%	5.4%	1.2%	5.0%	5.7%	4.4%
O=C(/C=C/Nc1cccc(C(F)(F)F)c1)C(F)(F)F	9.0%	-3.0%	-17.0%	1.1%	-7.8%	0.4%	4.9%	21.1%
CC(C)CSc1n[nH]c(=S)s1	?	10µM*	3.6%	-0.5%	1.0%	19.2%	0.631µM*	-11.6%
C=C(C)CNC(=S)N1CCNC(=O)C1CC(=O)OC (stereo not given)	-3.8%	11.8%	0.9%	-5.0%	8.2%	0.6%	-14.7%	2.5%
COc1ccc(NC(=O)COC(=O)c2ccc(OCc3c(C)noc3C)cc2)cc1OC	0.7%	8.3%	9.7%	-9.8%	-0.8%	-17.4%	16.5%	5.7%
O=C(NC1CCCCC1)N(CCN1CCCC1)Cc1cc2cc3c(cc2[nH]c1=O)OCCO3	9.4%	?	-2.9%	11.0%	-11.4%	?	?	10.0%
Cn1cc(C(=O)c2ccc(Cl)cc2Cl)cc1C(=O)N/N=C(\N)COc1ccc(Cl)cc1Cl	3.6%	?	-3.0%	-6.2%	-8.4%	-9.5%	2.9%	-8.4%
CC1=C(C)CC(C(=O)Nc2cccc(Cl)c2)C(C(=O)O)C1 (stereo not given)	-2.3%	?	-16.6%	2.0%	-8.1%	20.8%	?	-3.0%
COc1ccc(NC(=O)CN2CCN(S(=O)(=O)c3ccc(Cl)cc3)CC2)cc1Cl	-3.1%	-8.8%	-2.2%	-11.3%	-3.7%	-16.5%	3.6%	7.4%
NS(=O)(=O)c1ccc(CCNC(=O)C2CCC(Cn3c(=S)[nH]c4ccccc4c3=O)CC2)cc1 (stereo not given)	23.6%	13.9%	-1.3%	-12.8%	-4.6%	14.1%	16.6%	9.6%
COc1ccc(OC)c(-c2csc(NC(=O)c3ccc4c(c3)OCO4)n2)c1	-5.9%	?	1.2%	1.1%	1.0%	?	-7.1%	-3.2%
O=S(=O)(Nc1ccc(F)cc1)c1ccc(NC(=S)Nc2ccccc2)cc1	-7.0%	5.3%	5.6%	-0.8%	-2.5%	-0.3%	-3.6%	1.0%
CC1CN(c2nc3ccccc3nc2C(C#N)C(=O)OC2CCCCC2)CC(C)O1 (stereo not given)	-0.8%	8.6%	-2.2%	-0.2%	-2.2%	-29.7%	-10.9%	-20.5%
COc1ccc(O[C@H]2C=C[C@@H](c3ccccc3)O[C@@H]2COC(=O)CC/C(C)=N/O[C@@H](C)c2cn([C@H](CO)Cc3ccccc3)nn2)cc1	-7.5%	-19.6%	-14.1%	?	1.9%	-31.7%[inhibitor]	?	28.5%
CCOc1ccc(NC(=O)C2CCC(CNc3c(N4CCCCC4)c(=O)c3=O)CC2)cc1 (stereo not given)	2.7%	-14.5%	-2.7%	·	-4.1%	·	·	1.0%
Cc1cc(C)n(-c2nc(C)nc(N)n2)n1	-13.8%	2.4%	-4.3%	-8.0%	-2.2%	5.7%	7.7%	8.4%
COc1ccc(OCCSc2nc3nc(C)cc(C)n3n2)cc1	-6.9%	4.1%	-8.9%	-6.3%	-20.7%	-3.4%	10.8%	8.9%
Cc1cc(Cl)ccc1OCCCC(=O)OCC(N)=O	20.3%	6.5%	-7.0%	-6.6%	2.4%	17.3%	5.4%	8.6%
COc1ccc(C(C(=O)NCc2ccccc2)N(Cc2ccco2)C(=O)c2cnccn2)cc1 (stereo not given)	-9.0%	12.0%	0.6%	4.8%	0.2%	·	-2.4%	4.0%
Cc1ccc2c(c1)c(N=NC(N)=S)c(O)n2Cc1ccccc1	2.5%	8.9%	0.3%	-0.1%	5.4%	7.0%	0.631µM*	2.4%
Clc1ccc(N2CCN(Cc3c[nH]c4ncccc34)CC2)cc1	·	-0.7%&-27.1%	-1.1%&-10.7%&4.8%	·	4.4%&-12.1%&1.4%	-17.1%&-18.9%	-6.2%&1.2%&-3.2%	10.2%&-1.3%&-3.6%

Grouped by structure, the compounds so far containing a COOH group.
SMILES	GAA glycogen mod	JMJD2E inh	aGal spleen mod	GAA inhib	aGlu spleen mod	SMN2 splice up	ALDH1A1 block	GoLoco inh red
COc1ccccc1NCCC(=O)O	-3.7%	5.9%	-0.6%	·	1.3%	·	·	0.4%
CC1=C(C)CC(C(=O)Nc2cccc(Cl)c2)C(C(=O)O)C1 (stereo not given)	-2.3%	?	-16.6%	2.0%	-8.1%	20.8%	?	-3.0%

Carrying on.
SMILES	GAA glycogen mod	JMJD2E inh	aGal spleen mod	GAA inhib	aGlu spleen mod	SMN2 splice up	ALDH1A1 block	GoLoco inh red
CC(C)C[C@H](NC(=O)c1nc[nH]c1C(=O)N(C)Cc1ccccc1)C(=O)OC(C)(C)C	-9.1%	-9.0%	-3.7%	·	0.0%	·	7.94µM*	-29.3%
COc1ccc(N(C(=O)Cn2cnc3ccccc32)C(C(=O)NC2CCCCC2)c2ccccc2)cc1 (stereo not given)	-5.0%	10.5%	-1.0%	1.4%	-6.8%	24.6%	7.6%	1.5%
O=C(NCc1cccnc1)c1cc(Cl)ccc1[N+](=O)[O-]	-2.4%	6.0%	8.4%	-0.6%	6.0%	1.2%	14.8%	-1.8%
COCCN1CCN(c2c3c(nc4cc(-c5cccc(F)c5)nn24)CCC3)CC1	0.9%	4.0%	6.8%	2.0%	-5.3%	-3.4%	5.3%	-1.8%
CN(C)S(=O)(=O)c1ccc(NC(=O)COc2ncnc3sccc23)cc1	0.7%	5.9%	4.0%	?	2.1%	11.2%	-0.6%	11.0%
COc1ccccc1NCC(=O)n1nc(C)cc1C	?	-16.6%	3.5%	0.8%	2.1%	·	6.1%	11.3%
CC1CC(CCC(=O)NC(=S)Nc2ccc(S(N)(=O)=O)cc2)C(=O)O1 (stereo not given)	-18.8%	17.3%	-0.4%	1.3%	0.3%	9.0%	3.5%	-2.9%
NNC(=O)c1nc(-c2cccc(-n3cccc3)c2)no1	?	-2.8%	0.5%	·	-12.4%	·	·	10.0%
CC1CCCCN1S(=O)(=O)c1cccc(S(=O)(=O)N2CCOCC2)c1 (stereo not given)	1.2%	-3.0%	-15.0%	·	2.4%	·	·	5.0%
Cc1nc(CSc2ccc(Cl)cc2)cc(N2CCOCC2)n1	-7.6%	5.3%	0.5%	-2.2%	-4.8%	-5.3%	-4.8%	11.4%
COc1ccc(-c2nn(-c3ccccc3)cc2/C=N/N2C(=O)CSC2=S)cc1	?	-5.1%	-7.1%	-0.7%	-20.0%	-6.7%	-14.9%	83.9%[activator]
COC(=O)c1[nH]c(C)c(/C(O)=C2\C(=O)C(=O)N(CCN3CCOCC3)C2c2cccnc2)c1C (stereo not given)	-6.6%	-20.4%	-11.9%	-1.5%	-2.4%	-6.7%	?	-4.7%
Cc1cccc(N2C(=O)C(Cl)=C(N3CCOCC3)C2=O)c1	-4.6%	-1.3%	1.2%	-2.0%[15.4 µM]	8.8%	·	?	-2.8%
CC(=O)c1c(C)nc(-c2ccc3c(c2)OCO3)n1O	0.4%	-29.0%	2.9%	6.6%	0.6%	-3.4%	?	-10.4%
COCC(=O)Nc1ccc(C(N)=O)cc1	-3.7%	-6.5%	-7.3%	-3.1%	-10.6%	4.2%	2.4%	7.0%
CC1=CC(C)(C)NC(=S)N1c1cccc2ccccc12	2.1%	8.9%	-1.6%	-0.6%	-4.8%	-18.2%	22.4µM*	0.3%
COc1ccc(CN2C(=O)[C@@H]3C(c4ccccc4Cl)=NO[C@@H]3C2=O)cc1	-11.6%	-5.9%	3.6%	-2.9%	6.9%	·	-8.8%	·
O=C(Nc1cccc(-c2cnc3ccccc3n2)c1)c1ccc(Cl)cc1	3.7%	5.4%	-11.4%	1.8%	-3.9%	7.1%	-3.1%	8.0%
CCCOC(=O)CCCC[C@H]1SC[C@@H](NC(=O)OC)[C@H]1NC(=O)OC	2.4%	4.2%	-0.4%	-10.9%	-19.6%	-2.0%	-13.6%	4.1%
Oc1ccccc1N1CCN(c2ncccn2)CC1	7.88µM*	4.3%	-24.3%	0.4%	-2.0%	-1.9%	-0.6%	10.1%
CCOC(=O)c1cn(CC(=O)Nc2ccc(OC)cc2OC)nn1	-0.2%	2.0%	-4.8%	4.9%	0.1%	-4.6%	-0.1%	-3.4%
COc1cc2c(C(=O)N3CCN(c4ccccc4)CC3)c(C)oc2cc1Br	-7.6%	-1.8%	2.6%	4.5%	-1.1%	-30.6%[inhibitor]	-3.6%	13.3%
C(=C\c1ccccn1)/c1cccnc1	3.3%	-2.3%	3.2%	·	3.1%	·	·	-6.6%
COc1cccc(/C=C(\C#N)C(=O)NC2CCS(=O)(=O)C2)c1 (stereo not given)	13.4%	-6.8%	-3.8%	0.0%	-7.5%	10.2%	-0.6%	-2.6%
COc1ccccc1/C=C/C=N/n1c(-c2cc(-c3ccccc3)n[nH]2)n[nH]c1=S	-7.3%	-7.8%	0.4%	0.0%[15.4 µM]	-1.6%	·	?	4.2%
CCCNS(=O)(=O)c1ccc(OCC(=O)Nc2ccccc2F)cc1	-3.0%	6.5%	-1.0%	-1.1%	-2.2%	-0.5%	10.0%	10.5%
COc1ccc(Br)c(C(=O)N2CCN(S(=O)(=O)/C=C/c3ccccc3)CC2)c1	13.3%	12.7%	0.3%	-10.8%	0.7%	-2.8%	-9.3%	-6.1%
CN1CCN(CCOC2Cc3ccccc3Sc3ccc(Cl)cc32)CC1 (stereo not given)	-12.6%	-19.0%	8.5%	-9.5%	-13.4%	-28.6%	?	-7.4%
NNC(=S)Nc1ccc(OC(F)(F)F)cc1	-28.4%	?	5.7%	·	6.6%	·	·	-8.1%
Cc1ncsc1C(=O)N1N=C2/C(=C/c3ccc(N4CCOCC4)cc3)CCCC2C1c1ccc(N2CCOCC2)cc1 (stereo not given)	-10.2%	-0.7%	-1.1%	-5.8%	-4.6%	-20.6%	?	35.0%[activator]

The list is partial (hit frequency here may not be typical).
